Compound activity as filed in PubChem.
HepG2 tox – HepG2 cytotoxicity, counter-screen for TGF-b inhibitors | HepG2 CAGA-GFP viability, ATP luminescence, 18 h | Potency, µM (series often up to 46.1 µM), inactives show top-dose activity change, negative = cytotoxicity, usual class: cytotoxic | hit rate 0.76% among 410,000 | AID 588856; also: potency is read from the fitted curve at half-maximal effect; some results filed as inactive show a strong effect at the top dose
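CellTiter-Glo luminescence gave cytotoxicity after 18 hours at 37 degrees C. The cells were HepG2 CAGA-GFP in 1% FBS DMEM, stimulated with 500 pg/mL TGF-beta after compound addition. %Activity was normalised to no-cell wells (complete cell-killing) and DMSO (no toxicity), and curves were fitted and classified.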
ATXN2 expr inh – inhibitors of ATXN2 expression | HEK-293 ATXN2-luciferase reporter, luminescence, 24 h | Potency, µM (doses to about 57 µM), inactives show top-dose activity change, negative = inhibition, actives largely listed as inhibitors | hit rate 0.72% among 360,000 | AID 1745845; also: potency is read from the fitted curve at half-maximal effect; % is scaled to controls: 0 for no effect and ±100 for the full control effect; nearly all actives have a fitted effect of over 55% in size
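ATXN2-luciferase reporter cells (luciferase flanked by upstream and downstream ATXN2 gene portions) were treated 24 h at 37 °C with compounds at up to 57 uM. SteadyGlo luminescence gave expression; GF-AFC fluorescence gave viability.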
HT1080 IDH1KD tx – toxicity to HT-1080 IDH1 knockdown cells (counter line) | HT-1080 IDH1 knockdown viability, ATP luminescence, 48 h | Potency, µM (top dose mostly 46.1 µM), without a hit: top-dose activity, negative = toxicity, most hits filed as cytotoxic | hit rate 2% among 360,000 | AID 686971;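 also: potency is read from the fitted curve at half-maximal effect; 0% = DMSO wells and -100% = cell-free medium wells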
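Assay cells: HT-1080 with IDH1 knockdown, 750 per well, RPMI/5% FBS. Exposure: 48 h at 37 °C following 2 h pre-incubation. Read: CellTiter-Glo luminescence; fitted concentration-response, curve class assigned.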
SW480 rerep – inducers of DNA re-replication in SW480 colon cancer cells. Potency, µM (titrated, usually from 46.1 µM), for inactives: at the highest dose re-replication activation, actives largely listed as activators. AID 624297. hit rate 1.8% among 340,000. SW480 DNA re-replication, Hoechst DNA content imaging, 48 h; also: potency is read from the fitted curve at half-maximal effect; % of control where 0% means no effect; nearly all actives have a fitted effect of over 55% in size
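First, 250 cells per well were seeded. Next, compound or vehicle (23 nL) was pinned in, plates sat 48 hr at 37 C. Finally Hoechst was added for 40 min before fluorescence scanning.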
KB-3-1 tox – kills parental KB-3-1 adenocarcinoma cells; hit rate 1.4% among 400,000; Potency, µM (highest dose often 46.1 µM), without a hit: at the top dose activity change, negative = cytotoxic, hits mostly cytotoxic; KB-3-1 viability, CellTiter-Glo ATP luminescence, 72 h; also: potency is read from the fitted curve at half-maximal effect; % is scaled to controls: 0 for no effect and ±100 for the full control effect; nearly all actives have a fitted effect of over 60% in size
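Multi-concentration cytotoxicity screen in KB-3-1 cells grown in DMEM lacking phenol red with 10% FBS. After 72 h at 37 °C with compound, ATP-dependent luminescence was recorded.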
MCF10A rerep – DNA re-replication induction in MCF 10a cells. hit rate 2.9% among 350,000. AID 624296. Potency, µM (highest dose often 46.1 µM), without a hit: at the highest dose activity, positive = re-replication, most hits filed as activators. MCF 10A DNA re-replication, Hoechst nuclear intensity, 48 h; also: potency is read from the fitted curve at half-maximal effect; % of control where 0% means no effect; nearly all actives have a fitted effect of over 50% in size
ATXN viability – viability counter-screen for ATXN expression inhibitors; S2 cells (HEK-293 line with an ATXN2-luciferase reporter) viability, CellTiter-Fluor protease fluorescence, 24 h; Potency, µM (titrated, usually from 56.7 µM), actives largely listed as cytotoxic; hit rate 0.49% among 400,000; also: potency is read from the fitted curve at half-maximal effect; nearly all actives have a fitted effect of over 40% in size
HT1080NT lethal – kills 2HG-producing HT-1080-NT fibrosarcoma cells; HT-1080-NT fibrosarcoma viability, CellTiter-Glo ATP luminescence, 48 h; hit rate 1.6% among 360,000; Potency, µM (top dose mostly 46.1 µM), for inactives: top-dose activity, negative = less viability, usual class: cytotoxic;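 also: NT is the 2HG producing partner of a matched IDH1 knockdown line; potency is read from the fitted curve at half-maximal effect; 0% = DMSO-treated cells and -100% = media-only wells without cells; nearly all actives have a fitted effect of over 55% in size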
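HT-1080-NT; 750 cells/well; 5% FBS RPMI; 48 h compound, 37 degrees C; CellTiter-Glo luminescence; curve fitting and curve-class assignment.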
IL-1B inflam inh – inflammasome signaling inhibition, IL-1 beta readout; THP-1 LPS/ATP IL-1B secretion, AlphaLISA, 16 h; active compounds read low; activity change, % at 57.5 µM; hit rate 4.7% among 360,000; AID 743279; in the data active = activity change below about -50%; inconclusive = mostly about -30% to -49%; also: % is scaled to controls: 0 for no effect and ±100 for the full control effect
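THP-1 cells pretreated 1 hr with compounds (up to 57.5 uM final), then stimulated with LPS (250 ng/mL final) plus ATP (1.25 mM final); secreted IL-1B measured by AlphaLISA after 16 hr, decreased signal indicating inhibition.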
Numbers without * were called inactive; i = inactive; ? = inconclusive; nt = not tested or not shown; & = joins results of further samples; [ ] = another dose, or the depositor's remark. Unless noted, calls follow the shape of the dose curve; as a rule, active = well fitted curve in the direction sought with a large enough effect; inconclusive = small, poorly fitted or top-dose-only effect, or another doubt; inactive = no such curve, though single readings can be large; an effect the other way counts as inactive or inconclusive.

SMILES | HepG2 tox | ATXN2 expr inh | HT1080 IDH1KD tx | SW480 rerep | KB-3-1 tox | MCF10A rerep | ATXN viability | HT1080NT lethal | IL-1B inflam inh
Oc1c(Cl)cc(Cl)c2c1NCCC2 | -46% | ? | -22% | ? | 8% | ? | ? | -2% | 14
CCOc1ccc(C(=O)Nc2ccc(NC(=O)c3ccccc3)c(C)c2)cc1[N+](=O)[O-] | 12% | -19% | ? | -4% | 0% | -1% | i | -30% | -5
COc1ccccc1N1CCC(N2CCN(CC(C)(C)C)C(CCO)C2)CC1 (stereo unspecified) | -2% | -5% | -6% | -8% | -1% | 6% | i | -2% | 22
COc1ccc(/C=N\NC(=O)c2cccc(Br)c2)c(OC)c1 | 3% | -24% | 14% | -2% | 8% | -3% | i | 16% | 1
Cc1ccc(CNC(=O)c2cc3c(=O)oc4ccc(C)cc4c3s2)cc1 | -3% | 0% | nt | nt | -7% | nt | i | nt | nt
CC1NC(=O)NC1CCCCCC(=O)Nc1ccc(F)cc1 (stereo unspecified) | 3% | -27% | 12% | 0% | 3% | -1% | i | 13% | -97*
O=C(Nc1ccccc1C(=O)O)c1cccc(F)c1 | -14% | 2% | 18% | -10% | 1% | 12% | i | 12% | 0
COc1ccc(CCCNC(=O)C2CCC(=O)N(CC3CCCCC3)C2)cc1 (stereo unspecified) | -35% | -17% | -15% | 3% | nt | -2% | i | -6% | -6
CC(C)(C#N)Nn1cnnc1 | -1% | 1% | 16% | -5% | 0% | 1% | i | 1% | 0
C(=N\n1cnnc1)/c1cccc2ccccc12 | -31% | -9% | -2% | -5% | ? | 2% | i | -1% | 6
O=C(CCc1ccccc1)n1nc(-c2ccco2)nc1SCc1ccccc1 | -4% | 6% | 1% | -2% | -1% | -1% | i | 0% | 0
CC(C1CC1)N(Cc1ccccc1)C(=O)NC(=O)c1cccc(F)c1 (stereo unspecified) | 1% | 8% | 4% | -60% | 8% | -3% | i | -3% | -3
COc1ccc(CNc2ncnc3ccccc23)cc1 | -8% | -26% | -4% | 22% | -22% | -1% | i | ? | -6
COc1ccc(-n2c(Cc3cccn3C)nnc2SCC(=O)Nc2cccc(Cl)c2)cc1 | -7% | -2% | -14% | -6% | 11% | 8% | i | -18% | 0
COc1ccc(NC(C)C(=O)Nc2ccc(C#N)cc2)cc1Cl (stereo unspecified) | -33% | -24% | ? | -9% | -26% | 7% | i | ? | -4
CCOC(=O)N1CCN(C(=O)CCN2C(=O)/C(=C\c3cccc(OC)c3)SC2=S)CC1 | 3% | 6% | 10% | 22% | -28% | -7% | ? | 11% | 9
O=[N+]([O-])c1ccc(-c2csc3[n+]2CCS3)cc1 | 3% | -24% | 3% | -10% | -17% | -17% | i | -9% | -2
Cc1nnc2c(N3CCN(c4ccccc4)CC3)nc3ccc(C(=O)c4ccccc4)cc3n12 | -4% | -3% | nt | nt | 1% | nt | i | nt | nt
COc1cccc(-c2nc(S(=O)(=O)c3ccccc3)c(N3CCC(C)CC3)o2)c1 | 1% | -12% | nt | nt | -20% | nt | ? | nt | nt
COc1ccccc1CN1CCCC(C(=O)N(C)Cc2ccccc2)C1 (stereo unspecified) | 3% | -26% | -19% | 4% | 9% | 6% | ? | -4% | -1
Clc1nc(-c2ccccc2)cc(-c2ccc(Br)cc2)n1 | 0% | 1% | 1% | 5% | -11% | 20% | i | 0%[9.24 µM] | 21
COc1ccc(-c2[nH]ncc2CN(C)C(C)c2ccncn2)c(F)c1 (stereo unspecified) | -8% | 8% | 1% | -9% | 8% | 7% | i | 0% | 23
Cn1c(=O)c2nc(SCCO)n(C)c2n(C)c1=O | 4% | 4% | 15% | -7% | 10% | -29% | i | 14% | -5
O=C1CN(C(=O)c2c(F)cccc2F)C(c2ccc(F)cc2)c2cc(F)ccc2N1 (stereo unspecified) | 2% | 8% | -1% | -3% | 1% | 7% | i | -21% | -7
COc1ccccc1CC(=O)NCCCc1ccccc1 | 17% | nt | -2% | 4% | 7% | 7% | i | -6% | -1

Profiles, looked up by structure:
CC(C)(C#N)Nn1cnnc1 is listed as HepG2 tox: -1%; ATXN2 expr inh: 1%; HT1080 IDH1KD tx: 16%; SW480 rerep: -5%; KB-3-1 tox: 0%; MCF10A rerep: 1%; ATXN viability: i; HT1080NT lethal: 1%; IL-1B inflam inh: 0
COc1ccc(CCCNC(=O)C2CCC(=O)N(CC3CCCCC3)C2)cc1 (stereo unspecified) is listed as HepG2 tox: -35%; ATXN2 expr inh: -17%; HT1080 IDH1KD tx: -15%; SW480 rerep: 3%; KB-3-1 tox: nt; MCF10A rerep: -2%; ATXN viability: i; HT1080NT lethal: -6%; IL-1B inflam inh: -6

Following part
SMILES | HepG2 tox | ATXN2 expr inh | HT1080 IDH1KD tx | SW480 rerep | KB-3-1 tox | MCF10A rerep | ATXN viability | HT1080NT lethal | IL-1B inflam inh
Cc1ccc(C)c(N2CCN(C(c3ccc(N(C)C)cc3)c3nnnn3C(C)(C)C)CC2)c1 (stereo unspecified) | -1% | -14% | 14% | -2% | 1% | 2% | i | 17% | -6
Nc1c(C(=O)N2CCOCC2)sc2nc3c(cc12)CCCC3 | -16% | 3.2µM* | ? | 2% | -14% | -7% | i | ? | 2
CCOc1ccc(CCN2C(=O)C(=O)N([C@@H](CC(C)C)CN3CCC[C@H]3CN3C(=O)C(=O)NC[C@@H]3Cc3ccccc3)C[C@@H]2Cc2ccccc2)cc1 | nt | ? | ? | nt | ? | nt | nt | ? | ?
O=C(NCCc1c[nH]c2ccccc12)c1cc2sccc2n1Cc1ccccc1 | -31% | -37% | -8% | 15% | ? | 27% | i | -6% | -15
Cc1cc(N2CCN(c3cccc(C(F)(F)F)c3)CC2)n2nc(C)nc2n1 | -31% | -24% | -2% | -1% | -5% | -5% | i | -4% | -1
COc1ccc(NC(=O)COC(=O)c2ccc(-n3cnnn3)cc2)cc1Cl | -15% | -5% | -1% | -3% | 9% | 2% | i | -1% | -7
CCOc1ccc(CN(C)CC(=O)Nc2cc(C)c(C)cc2[N+](=O)[O-])cc1 | -16% | 22% | 5% | 0% | 6% | 3% | i | 4% | 9
O=C(CN1CCN(S(=O)(=O)c2ccccc2[N+](=O)[O-])CC1)Nc1ccc(N2CCOCC2)cc1 | 20% | nt | -2% | -22% | 0% | 2% | i | 7% | -6
Cc1ccc2c(c1)N(Cc1cccc(Cl)c1)C(=O)c1cccnc1O2 | 4% | nt | 2% | 5% | -1% | 4% | ? | 0% | -6
O=C1Nc2ccccc2C(O)(C(=O)NCc2ccco2)N1c1ccc(Cl)c(Cl)c1 (stereo unspecified) | -21% | 27% | -7% | -1% | -16% | -3% | i | -5% | 7
CCN(C1CCCCC1)S(=O)(=O)c1ccc(S(=O)(=O)N2CCN(CCC#N)CC2)cc1 | -4% | -10% | 0% | 7% | 16% | -2% | i | -5% | 0
CC(C)(C)n1nnnc1C(c1cccs1)N1CCCC2(CCCCC2)C1 (stereo unspecified) | -5% | -19% | 4% | 17% | 1% | ? | i | -4% | 0
Cn1c(=O)[nH]c(=O)c2c1nc(Sc1ccccc1)n2CCc1ccccc1 | -4% | -3% | 11% | -9% | 16% | 5% | i | 14% | 14
Cc1ccc2nc(Nc3nc(CSc4nnnn4-c4ccccc4)cc(=O)[nH]3)nc(C)c2c1 | 8% | nt | 3% | -24% | ? | 0% | nt | 3% | -12
Cc1cccc(Oc2nc3c(c(=O)n(C)c(=O)n3C)n2C)c1 | 10%&-3% | -6%&-6% | 9% | -6% | 2%&-1% | -19% | i | 0% | 20
COc1ccc(NC(=O)CSc2nncs2)cc1S(N)(=O)=O | 1% | 16% | 9% | -10% | 4% | 2% | i | 15% | -10
COc1ccc(N=c2oc3c(OC)cccc3cc2C(=O)NCc2ccco2)c(OC)c1 | 4% | ? | 1% | 0% | 15% | ? | nt | 1% | -22
NS(=O)(=O)c1ccc(CCNC(=O)CSc2nc3ccccc3c3nc(CCN4CCCCC4)nn23)cc1 | 4% | -8% | 1% | -12% | -2% | -3% | i | -17% | -13
Cn1cnc(S(=O)(=O)N2CCN(C(c3ccc(F)cc3)c3ccc(F)cc3)CC2)c1 | -13% | -19% | -14% | -6% | -3% | -1% | i | ? | -3

Shown with values under each structure: 3 of the compounds above
Every second line gives: HepG2 tox | ATXN2 expr inh | HT1080 IDH1KD tx | SW480 rerep | KB-3-1 tox | MCF10A rerep | ATXN viability | HT1080NT lethal | IL-1B inflam inh
CC(C)(C)n1nnnc1C(c1cccs1)N1CCCC2(CCCCC2)C1 (stereo unspecified)
 : -5% | -19% | 4% | 17% | 1% | ? | i | -4% | 0
COc1ccc(NC(=O)COC(=O)c2ccc(-n3cnnn3)cc2)cc1Cl
 : -15% | -5% | -1% | -3% | 9% | 2% | i | -1% | -7
O=C1Nc2ccccc2C(O)(C(=O)NCc2ccco2)N1c1ccc(Cl)c(Cl)c1 (stereo unspecified)
 : -21% | 27% | -7% | -1% | -16% | -3% | i | -5% | 7

Structural class: the compounds so far with bromine.
SMILES | HepG2 tox | ATXN2 expr inh | HT1080 IDH1KD tx | SW480 rerep | KB-3-1 tox | MCF10A rerep | ATXN viability | HT1080NT lethal | IL-1B inflam inh
COc1ccc(/C=N\NC(=O)c2cccc(Br)c2)c(OC)c1 | 3% | -24% | 14% | -2% | 8% | -3% | i | 16% | 1
Clc1nc(-c2ccccc2)cc(-c2ccc(Br)cc2)n1 | 0% | 1% | 1% | 5% | -11% | 20% | i | 0%[9.24 µM] | 21
